Screens as filed in PubChem BioAssay.
KLK5 inh: blocks human kallikrein 5 protease activity | Q9Y337 | recombinant hK5, fluorogenic AMC substrate cleavage | inhibition, % at 5 µM | hit rate 0.59% among 210,000 | AID 873;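 active = inhibition of 40% or more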;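 also: 0% = enzyme controls without compound and 100% = no-enzyme blanks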
Furin inhibitor: blocks human furin protease activity | purified furin, fluorogenic substrate cleavage | inhibition, % at 30 µM | hit rate 0.061% among 220,000 | AID 463115; in the data active = inhibition above about 25%; also: inactives centre near -15
Thrombin inh: blocks human thrombin protease activity; hit rate 0.26% among 220,000; P00734; inhibition, % at 5 µM; alpha-thrombin, Boc-VPR-AMC fluorogenic substrate cleavage;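 active = inhibition at or above 40%; inactive = inhibition below 40%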;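 also: 0% = enzyme with no compound and 100% = wells without enzyme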
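Test system: human alpha-thrombin protein / Dosing: one concentration per compound, 5 µM, with 0.2% DMSO / Medium: pH 7.5 Tris-saline with Tween 20 / Benchmarks: no-compound enzyme wells and no-enzyme blanks / Read-out basis: percent inhibition of thrombin substrate cleavage / Timing: reaction at room temperature / Measured by: fluorescence, ex 355 nm, em 460 nm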
KCC2 mod: modulates chloride dependent transport by human KCC2; Q9H2X9; KCC2 cells, thallium flux FluoZin-2 fluorescence; B-score of Tl+ flux slope (higher = more flux/activation; lower = inhibition) at 10 µM; hit rate 2.2% among 190,000; AID 1456;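 active = thallium flux slope and its plate-corrected score both differing from the plate sample mean at a set confidence after two filtering rounds, in either direction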;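 also: slope of fluorescence scaled to starting intensity during 10 to 20 s after thallium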
Target sequence (Q9H2X9 whole entry, looked up): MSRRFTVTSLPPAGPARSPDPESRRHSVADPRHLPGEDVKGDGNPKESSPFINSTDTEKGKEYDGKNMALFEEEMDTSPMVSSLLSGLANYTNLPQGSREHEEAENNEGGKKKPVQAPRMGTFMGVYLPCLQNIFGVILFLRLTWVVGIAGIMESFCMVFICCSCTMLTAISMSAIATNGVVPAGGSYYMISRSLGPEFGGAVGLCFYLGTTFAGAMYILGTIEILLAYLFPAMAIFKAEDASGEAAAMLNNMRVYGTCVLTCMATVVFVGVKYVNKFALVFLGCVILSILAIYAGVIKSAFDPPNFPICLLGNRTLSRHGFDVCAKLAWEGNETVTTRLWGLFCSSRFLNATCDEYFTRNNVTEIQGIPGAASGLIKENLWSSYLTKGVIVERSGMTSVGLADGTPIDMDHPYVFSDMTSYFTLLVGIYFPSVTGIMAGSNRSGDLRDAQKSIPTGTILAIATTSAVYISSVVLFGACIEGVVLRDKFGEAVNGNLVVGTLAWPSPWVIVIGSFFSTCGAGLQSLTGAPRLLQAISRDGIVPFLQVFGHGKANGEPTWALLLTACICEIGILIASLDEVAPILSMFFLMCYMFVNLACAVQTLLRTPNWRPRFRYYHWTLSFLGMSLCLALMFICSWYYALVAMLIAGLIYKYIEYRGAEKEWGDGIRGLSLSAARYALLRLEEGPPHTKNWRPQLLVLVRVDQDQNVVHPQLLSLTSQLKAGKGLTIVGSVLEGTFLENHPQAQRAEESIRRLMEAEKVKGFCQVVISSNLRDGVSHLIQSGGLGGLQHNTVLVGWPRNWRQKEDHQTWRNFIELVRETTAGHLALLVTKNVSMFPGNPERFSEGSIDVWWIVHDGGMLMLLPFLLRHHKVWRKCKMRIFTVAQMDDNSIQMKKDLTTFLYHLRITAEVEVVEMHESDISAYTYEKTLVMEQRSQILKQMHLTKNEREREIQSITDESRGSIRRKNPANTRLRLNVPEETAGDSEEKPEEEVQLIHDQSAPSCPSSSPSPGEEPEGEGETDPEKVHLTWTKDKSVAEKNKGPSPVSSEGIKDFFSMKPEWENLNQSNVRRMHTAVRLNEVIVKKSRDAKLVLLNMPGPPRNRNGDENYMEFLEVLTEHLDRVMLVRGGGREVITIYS
FXIIa inh 1536: inhibitors of human coagulation factor XIIa. P00748. purified FXIIa, Boc-QGR-AMC fluorogenic substrate, 2 h. inhibition, % at 5 µM. hit rate 0.3% among 220,000; in the data active = inhibition above about 40%;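 also: 0% = enzyme with no compound and 100% = blank without enzyme; many of its hits are not listed in these tables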
FXIa inh 1536: blocks human coagulation factor XIa protease activity | P03951 | purified FXIa, Boc-Glu-Ala-Arg-AMC fluorogenic substrate | inhibition, % at 5 µM | hit rate 0.14% among 220,000;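 active = inhibition of at least 40%; inactive = inhibition below 40%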;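 also: fluorescence of freed AMC excited at 355 nm; 0% = enzyme without compound and 100% = no enzyme blank; many of its hits are not listed in these tables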
p97 inhibitor: blocks human p97 ATPase activity | recombinant p97 ATPase, Kinase-Glo ATP luminescence, 3 h | P55072 | inhibition, % at 8 µM | hit rate 0.42% among 220,000; in the data active = inhibition above about 15%;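 also: 0% = DMSO vehicle and 100% = wells lacking enzyme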
Wee1 degr inh: inhibitors of human Wee1 degradation; P30291; HeLa Luc-Wee1K328M stability, luciferase luminescence; 100% = proteasome inhibitor MG132 effect; reporter increase, % at 5 µM; hit rate 1.2% among 220,000; AID 1321;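 active = activation above the mean of all tested compounds plus 3 SD, set per screening run, cut at about 8.8% in these data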;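 also: cells exposed to compound for 20 h before luminescence read; 0% = DMSO alone and 100% = MG132 at 30 µM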
PERK inhibitor: inhibitors of human PERK kinase; CHO PERK-DD fusion, SEAP luminescence translation reporter; AID 1416; hit rate 0.17% among 220,000; inhibition, % at 5.6 µM; Q9NZJ5;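 active = inhibition above the mean inhibition of all tested compounds plus 3 SD, set separately per screening campaign, cut at about 2.9% in these data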;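 also: PERK kinase domain activated by AP20187 dimerizer at 100 nM; 0% = DMSO with dimerizer and 100% = rapamycin at 8.4 µM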
* marks the source's active call; other numbers are inactive results; . = no result given; [ ] = remark or other dose.

p97 inhibitor	FXIIa inh 1536	Furin inhibitor	Wee1 degr inh	KLK5 inh	PERK inhibitor	FXIa inh 1536	KCC2 mod	Thrombin inh	compound
-3	6	3	0	3	-0.9	9	0.9	7	COc1ccc(C(=O)NC(Nc2ccc(C)cc2)C(Cl)(Cl)Cl)cc1 (stereo not drawn)
-4	-3	1	3	6	-0.4	-5	-0.86	-10	Cc1ccc(O)c(C(=O)c2cnc3onc(-c4ccc(F)cc4)c3c2)c1
3	8	-22	2	-2	0.7	0	0.31	-1	Cc1cn(Cc2ccccc2Cn2cc(C)c(=O)[nH]c2=O)c(=O)[nH]c1=O
0	-4	-3	0	-2	0.5	-16	-0.82	-3	COc1ccc(Cl)cc1NC(=O)c1ccoc1C
7	16	-6[20 µM]	1	-5	0.5	7	4.5*	0	O=C(CSc1nc2cc(Cl)ccc2s1)c1cc2ccccc2o1
4	-3	-12[20 µM]	1	-4	1.7	-9	.	-8	CS/C(=N\S(=O)(=O)c1ccc(Cl)cc1)c1ccccc1
-1	3	-8	5	-18	1.0	3	-2.2	3	O=C(CNC(=O)/C(=C\c1ccc(F)cc1)NC(=O)c1ccccc1)OCc1ccccc1
5	8	-27	-1	7	2.4	12	-0.73	2	CCOC(=O)c1nc(C)nc(Sc2n[nH]c(-c3ccccc3)n2)c1C
0	26	5[20 µM]	2	24	-0.3	20	-0.069	33	O=c1c(/C=N/Nc2ccccc2)c(Sc2nnnn2-c2ccccc2)nc2ccccn12
1	4	-7	2	-3	1.4	-1	.	-2	CCCCNC(=O)N1CCN(C(=O)c2ccco2)CC1
-2	14	-6[20 µM]	1	-6	-0.3	7	.	1	Cc1c(C(=O)NC2CCCc3ccccc32)oc2ccc(S(=O)(=O)N3CCCC3)cc12 (stereo not drawn)
4	9	-26	4	-15	1.2	4	-1.1	-1	O=C(CSc1nc2ccccc2o1)N1CCN(S(=O)(=O)c2ccc3ccccc3c2)CC1
-4	3	11	2	-5	0.9	-10	.	0	Cc1cc(=O)oc(C)c1C(=O)NCCC(C)C
-1	-3	8	0	-7	-0.8	-4	-0.43	-17	CCOc1ccccc1N1CN(Cc2ccccc2)CNC1=S
-2	44*	-12	-1	-9	0.6	25	0.39	3	COc1ccc(-n2ncc3c(NCc4ccccn4)ncnc32)cc1

Some entries already given, limited to PERK inhibitor, FXIIa inh 1536 and KCC2 mod:
| Compound | PERK inhibitor | FXIIa inh 1536 | KCC2 mod |
| --- | --- | --- | --- |
| O=C(CSc1nc2cc(Cl)ccc2s1)c1cc2ccccc2o1 | 0.5 | 16 | 4.5* |
| CS/C(=N\S(=O)(=O)c1ccc(Cl)cc1)c1ccccc1 | 1.7 | -3 | . |

Next section.
p97 inhibitor	FXIIa inh 1536	Furin inhibitor	Wee1 degr inh	KLK5 inh	PERK inhibitor	FXIa inh 1536	KCC2 mod	Thrombin inh	compound
1	14	-15	9	-11	1.3	9	-0.19	1	COc1cc(Cl)c(C)cc1NC(C)C(=O)Nc1cc(C(F)(F)F)ccc1N1CCOCC1 (stereo not drawn)
13	3	-4	2	2	1.3	13	-0.46	-1	CC1CN(c2ncc(/C=N/NC(=O)c3ccccc3O)s2)CC(C)O1 (stereo not drawn)
-4	4	-20	0	4	0.0	-1	-1.2	-19	CCC(=O)NCc1c(C)c(C)n(Cc2ccccc2)c1-n1cccc1
-9	23	-2	2	-2	0.3	19	.	-4	O=C(CC1Oc2ccccc2NC1=O)NC1CCCC1 (stereo not drawn)
-1	4	-23	1	-3	0.1	-5	-1.3	-21	CCc1cc2cccc(C)c2nc1SCC(=O)Nc1nonc1C
-2	17	1[20 µM]	4	-8	0.6	5	0.6	3	O=Cc1c(-[n+]2ccccc2)nc([O-])n1-c1ccccc1
2	4	-28	1	-11	0.8	-3	0.21	-6	C/C=C/C(=O)OCC(=O)Nc1cc([N+](=O)[O-])ccc1Cl
2	7	-15	5	8	1.4	0	-1.2	0	O=C(COc1ccc2ccc(=O)oc2c1)c1ccccc1
-2	0	-18[20 µM]	-2	7	-0.8	20	-0.13	-6	COc1ccccc1-n1c(SCC(=O)NC(C)(C)C)nnc1-c1ccco1
0	6	10	-1	-1	0.0	3	-0.036	-5	COc1ccc2nc(C)cc(Nc3ccccc3O)c2c1
8	27	-9	3	-5	1.3	9	0.41	1	CC(C)c1cc(C(=O)NCc2cccnc2)no1
-5	15	-6[20 µM]	1	-8	0.2	6	0.091	2	CC(C)C(CC(=O)N1CCCCC1)C1CCOC(C)(C)C1 (stereo not drawn)
-1	8	-18	3	-10	-0.3	-11	0.074	0	CCOc1ccc(NC(=O)c2ccccc2CO)cc1
4	12	0	0	1	1.3	3	-0.57	5	O=C1NC(=Nc2ccccc2)S/C1=C\c1cccnc1
0	14	-12	4	-1	-0.9	1	-0.099	0	CC(C)(C)OC(=O)N[C@H](Cc1ccccc1)C(=O)N1CCC(C(=O)O)CC1

Pulled by compound from the entries so far:
p97 inhibitor	FXIIa inh 1536	Furin inhibitor	Wee1 degr inh	KLK5 inh	PERK inhibitor	FXIa inh 1536	KCC2 mod	Thrombin inh	compound
-9	23	-2	2	-2	0.3	19	.	-4	O=C(CC1Oc2ccccc2NC1=O)NC1CCCC1 (stereo not drawn)
4	12	0	0	1	1.3	3	-0.57	5	O=C1NC(=Nc2ccccc2)S/C1=C\c1cccnc1
0	14	-12	4	-1	-0.9	1	-0.099	0	CC(C)(C)OC(=O)N[C@H](Cc1ccccc1)C(=O)N1CCC(C(=O)O)CC1
13	3	-4	2	2	1.3	13	-0.46	-1	CC1CN(c2ncc(/C=N/NC(=O)c3ccccc3O)s2)CC(C)O1 (stereo not drawn)
2	7	-15	5	8	1.4	0	-1.2	0	O=C(COc1ccc2ccc(=O)oc2c1)c1ccccc1
-2	17	1[20 µM]	4	-8	0.6	5	0.6	3	O=Cc1c(-[n+]2ccccc2)nc([O-])n1-c1ccccc1

Going on with the list:
p97 inhibitor	FXIIa inh 1536	Furin inhibitor	Wee1 degr inh	KLK5 inh	PERK inhibitor	FXIa inh 1536	KCC2 mod	Thrombin inh	compound
-7	8	-8	1	-11	-0.9	1	1.1	-1	COc1ccc(C(c2sc3nc(C)nn3c2O)N2CCC(C(N)=O)CC2)cc1OC (stereo not drawn)
2	32	-14	2	-8	1.0	25	.	2	CC(C)(C)NC(=O)CSc1nncn1NCc1ccccc1
-3	11	-17	2	2	1.1	3	-2.3	-9	COc1ccc(Br)cc1C(=O)NC(=S)Nc1ccc(Cl)c(C(=O)O)c1
-2	-11	-17[20 µM]	-3	2	0.2	-9	-0.19	-9	Cc1cc(Br)ccc1NC(=O)CNC(=O)CSc1n[nH]c(N)n1
0	6	-13	3	2	0.6	0	-0.064	-1	Cc1cc(SCC(=O)NC(=O)c2cccn2C)nc2ccccc12
-6	-5	-9[20 µM]	3	-23	-0.5	-3	.	-9	CCNc1nc(NC(C)C)nc(N(C#N)CCOc2ccc(Cl)cc2Cl)n1
3	13	-20	-2	15	0.8	22	0.27	11	O=C(CCSc1nnc(-c2ccncc2)o1)Nc1ccc(Cl)cc1
6	11	-25	-2	0	0.6	4	-1.1	-2	Cc1cc(C)n2nc(SCc3ccccc3)nc2n1
2	16	-17[20 µM]	1	-20	-0.9	4	.	-1	CCOC(=O)C1=C(C)N=C2SC(C)C(=O)N2C1c1cccc(F)c1 (stereo not drawn)
-7	7	8	-1	-5	-1.3	-5	0.39	-5	COc1ccc(-c2cnnn2-c2ccc(NC(=O)c3ccc(S(=O)(=O)N4CCCCC4)cc3)cc2)cc1
-4	9	-28	-3	5	0.1	-2	0.0083	1	Cc1ccc(C)c(SCC(=O)OCC(=O)NCc2ccccc2)c1
-3	15	-7	0	-16	0.6	3	.	-12	Cc1cc(C)c(C#N)c(SCc2ccccc2C(=O)O)n1
-3	4	-12	2	-20	1.5	7	0.86	-1	O=C(CNC(=O)c1ccncc1)N/N=C/c1cccc([N+](=O)[O-])c1
12	18	-4	11*	-8	1.2	5	-0.85	-7	O=[N+]([O-])c1cccc(N/N=C/c2cccc(O)c2O)c1
1	8	-29	1	-8	-0.6	3	-0.58	0	CCCCNCCOCCOc1ccccc1-c1ccccc1
-3	-1	-11[20 µM]	2	-8	-1.1	-5	-0.54	-2	CCC1(C)Cc2c(sc3nnn(CC(=O)Nc4cccc5ccccc45)c(=O)c23)CO1 (stereo not drawn)
4	6	-24	0	-6	0.1	-1	-0.57	2	CCN(CC)S(=O)(=O)c1ccc(OC(C)C)c(N)c1
6	-3	-21[20 µM]	7	-4	-0.5	-2	-0.012	0	O=C(Cn1c(-c2ccccn2)nc2ccccc21)NCCN1CCOCC1
2	11	-8[20 µM]	4	-10	-0.5	0	0.79	0	O=C(CCc1ccc(S(=O)(=O)N2CCOCC2)cc1)Nc1ccc(N2CCOCC2)cc1
9	13	14[20 µM]	0	-14	1.0	4	2.1	-2	O=C(CSc1ncn[nH]1)Nc1cccc2ccccc12
6	20	-7[20 µM]	1	-8	0.0	4	0.21	2	O=C(O)CSCc1ccc(Cl)cc1
2	12	-17	-4	1	0.2	23	.	0	Cc1ccc(C)c(N2CCN(C(=O)CCNC(=O)Cn3ccc4ccccc4c3=O)CC2)c1
1	18	-18[20 µM]	-1	-8	0.5	12	0.41	1	Cc1nn(C(C)c2n[nH]c(=S)n2-c2ccc(F)cc2)c(C)c1[N+](=O)[O-] (stereo not drawn)
1	8	-23	0	-10	1.8	15	0.54	-2	Cc1cccc(C)c1NC(=O)COC(=O)c1ccccc1Nc1ccccc1
0	17	5[20 µM]	1	20	1.3	-1	1.2	2	COc1ccc(NC(=O)CC#N)cc1OC
3	13	-19	-3	-3	-0.8	1	-0.27	-6	CCn1c(SCc2nc3ccccc3nc2C)nnc1-c1cccs1
6	17	-15[20 µM]	-2	31	-0.2	1	0.35	1	COC(=O)C1C(O)=C(C=NCc2ccccc2)C(=O)CC1(C)C (stereo not drawn)
3	-4	-18[20 µM]	4	37	0.6	-9	1.9	-6	O=C(NCC1CCCO1)C1CCCN(S(=O)(=O)c2cccc3nsnc23)C1 (stereo not drawn)
6	2	-14	-3	-5	1.5	-4	-0.7	-9	Cc1[nH]c2ccccc2c1C(=O)C(=O)NCc1cccs1
4	10	-15	-1	-12	-0.5	-5	-3	-3	COc1ccc(NC(=O)CSc2nnnn2Cc2ccccc2)cc1

With a hit mark in Wee1 degr inh, among the entries above:
p97 inhibitor	FXIIa inh 1536	Furin inhibitor	Wee1 degr inh	KLK5 inh	PERK inhibitor	FXIa inh 1536	KCC2 mod	Thrombin inh	compound
12	18	-4	11*	-8	1.2	5	-0.85	-7	O=[N+]([O-])c1cccc(N/N=C/c2cccc(O)c2O)c1
